Source: PubChem
KOR beta-arrestin-1 – kappa opioid receptor activators – cell-based, luminescence, uHTS, primary screen (AID 1777). activation, % at 10 µM, or EC50 in µM where a hit was titrated. KOR beta-arrestin recruitment, luminescence; higher % means a stronger effect. hit rate 0.02% among 280,000; in the data active = activation above about 50%, passing the limit was not always enough; note: a part of the inactive calls stands beside numbers as strong as those of hits
NOD2 inhibition – inhibition of NOD2-driven NF-kB reporter – cell-based, luminescence, uHTS, HEK293 (AID 1566); HEK293 NOD2/NF-kB luciferase reporter, luminescence; higher % means a stronger effect; one-dose inhibition, % at 4 µM; EC50 in µM for titrated hits; hit rate 0.63% among 290,000; note: many of its hits are not listed in these tables
NOD1 NF-kB reporter – NOD1 signaling inhibitors, primary screen, cell-based, luminescence, uHTS (AID 1578); NOD1-driven NF-kB luciferase reporter cells, luminescence; higher % means a stronger effect; one-dose inhibition, % at 4 µM; EC50 in µM for titrated hits; hit rate 1% among 290,000; in the data active = inhibition mostly above about 36%, no sharp cut-off; inactive = mostly below about 34%;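 note: HEK-293T reporter cells stimulated with the NOD1 agonist gamma-tri-DAP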
HIV fusion peptide – inhibitors of HIV fusion peptide binding, primary screen, biochemical, uHTS, fluorescence dequenching (AID 1986); cell-free peptide binding, fluorescence dequenching, 30 min; higher % means a stronger effect; inhibition, % at 20 µM; hits with a dose series show IC50 in µM; hit rate 0.3% among 290,000; in the data active = inhibition mostly above about 52%, no sharp cut-off; inactive = mostly below about 76%; note: some results filed as inactive read as strong as hits
AID2073 – disruptors of CaV2.2 binding to Mint1 – biochemical, HTRF (AID 2073) | hit rate 0.19% among 290,000 | inhibition, % at 20 µM, or IC50 in µM where a hit was titrated | HTRF protein-protein interaction, Mint1-CaV2.2; higher % means a stronger effect; in the data active = inhibition mostly above about 51%, no sharp cut-off; inconclusive = no clear call, values can overlap the other calls; inactive = mostly below about 53%; note: some results filed as inactive read as strong as hits
NS5 inhibitors – flavivirus cap methylation enzyme inhibition – biochemical, confirmation dose response, primary screen (AID 588689); Dengue-2 NS5 methyltransferase capping enzyme assay, biochemical; higher % means a stronger effect; one-dose inhibition, % at 25 µM; IC50 in µM for titrated hits; hit rate 0.3% among 340,000; in the data active = a potency from the dose series; inconclusive = inhibition above about 29% without an active follow-up result
Yfh1-off respiration – enhancers of respiration in Yfh1-depleted yeast, dose response, Friedreich's ataxia, plus single-dose screen (AID 1465); S. cerevisiae Yfh1-off respiration, WST-1 reduction, 72 h; higher fold induction means a stronger effect; fold induction at 50 µM, or EC50 in µM where a hit was titrated; hit rate 0.074% among 220,000;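 active = fold induction of absorbance versus untreated yeast above a set limit, then at least 30% activation at any dose in follow-up; inconclusive = repeats straddling the limit, or above it without dose testing; inactive = fold induction below the set limit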;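 note: activators that raise dye reduction in frataxin-depleted yeast; strong numbers were not always called active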
KOR beta-arrestin-2 – KOR antagonists, beta-arrestin recruitment, cell-based, luminescence, uHTS (AID 1778) | KOR beta-arrestin recruitment, luminescence, antagonist mode; higher % means a stronger effect | inhibition, % at 10 µM; hits with a dose series show IC50 in µM | hit rate 0.091% among 290,000; note: strong numbers were not always called active
West Nile virus CPE – West Nile virus antiviral activity, cell-based, CPE readout (AID 1621) | hit rate 0.02% among 290,000 | one-dose CPE inhibition, % at 10 µM; IC50 in µM for titrated hits | West Nile virus-infected cells, CPE inhibition; higher % means a stronger effect; in the data active = a potency from the dose series; inconclusive = CPE inhibition mostly from about 3.7% at the one dose, without a potency; inactive = the rest, 99 in 100 with CPE inhibition below about 2.2%; note: strong numbers were not always called active
NS5 inhibitors pilot replicate – recorded beside NS5 inhibitors, whose call it bears; inhibition, %; measured here: pilot screen replicate inhibition
* hit, by the source's call; i = inactive; ? = inconclusive; nt = no result given; [ ] = remark or other dose. Cut-off read from the data, not from the text of the source, unless noted: active = inhibition above about 50%; inactive = the rest. This is a subset; rates above refer to the full screens.

Start of the listing, in advance (two entries):
SMILES	KOR beta-arrestin-1	NOD2 inhibition	NOD1 NF-kB reporter	HIV fusion peptide	AID2073	NS5 inhibitors	Yfh1-off respiration	KOR beta-arrestin-2	West Nile virus CPE	others
O=C1CCN(c2ncccc2[N+](=O)[O-])CC1	-8.0%	19.7%	-25.1%	-2.6%	6.3%	-1.7%	i	13.7%	0.8%
CC(C)C(=O)Nc1cccc(-c2cn3ccccc3n2)c1	3.7%	-2.6%	-22.0%	0.1%	7.1%	0.0%	i	16.7%	-0.6%

The whole of this part, from the first entry:
SMILES	KOR beta-arrestin-1	NOD2 inhibition	NOD1 NF-kB reporter	HIV fusion peptide	AID2073	NS5 inhibitors	Yfh1-off respiration	KOR beta-arrestin-2	West Nile virus CPE	others
O=C1CCN(c2ncccc2[N+](=O)[O-])CC1	-8.0%	19.7%	-25.1%	-2.6%	6.3%	-1.7%	i	13.7%	0.8%
CC(C)C(=O)Nc1cccc(-c2cn3ccccc3n2)c1	3.7%	-2.6%	-22.0%	0.1%	7.1%	0.0%	i	16.7%	-0.6%
CCC1=NN(C(=O)COc2ccccc2)C(O)(c2ccc(Br)cc2)C1 (configuration not stated)	5.2%	-3.0%	-13.0%	-1.9%	-11.8%	-1.8%	i	-31.1%[20 µM]	-1.5%
O=C(NCCCN1CCCCC1)C1(S(=O)(=O)c2ccc(Cl)cc2)CC1	-4.5%	9.4%	-11.7%	-1.2%	29.6%	2.8%	i	36.6%	0.1%
CC(C)NCCOCCSc1ccc(Cl)cc1	2.5%	-0.8%	nt	-2.3%	-3.4%	-2.4%	i	-18.1%	-1.0%
COc1ccc(C(=O)NCc2ccc3c(c2)OCO3)cc1	-2.5%	7.9%	-9.9%	-1.5%	3.3%	0.8%	i	-33.0%	-0.1%
Cc1cccc(NC(=O)C2(c3cccs3)CCOCC2)c1	0.3%	3.6%	19.7%	-1.1%	1.3%	1.3%	i	2.3%	0.0%
Cc1cc(C)c(S(=O)(=O)NCCc2ccccc2)c(C)c1	nt	1.5%	-16.9%	-0.6%	-13.6%	-7.4%	i	-39.0%[20 µM]	-0.9%
Cc1cccc(NS(=O)(=O)c2ccc(Cl)cc2)n1	4.2%	-8.5%	7.4%	-0.3%	4.9%	nt	nt	-34.6%	-0.3%
COc1ccc(Cl)cc1NC(=O)Nc1cn(C)nc1C	2.7%	-29.5%	-13.6%	-0.6%	14.7%	6.1%	i	nt	0.7%
Cn1cc(/C=C(\C#N)C(=O)Nc2cccc([N+](=O)[O-])c2)c2ccccc21	14.5%	-6.1%	-17.0%	-3.3%	41.8%	24.5%	i	-147.5%	-0.1%
COc1ccc(CN(C(=O)c2ccc(-c3ccccc3)[nH]2)C(C(=O)NCC2CCCO2)c2ccc(C)o2)cc1 (configuration not stated)	9.6%	-3.4%	12.4%	2.8%	-0.1%	3.2%	nt	-11.8%	nt
CCOC(=O)C1=C(C)NC(=S)NC1c1cc(C)sc1C (configuration not stated)	-5.1%	-10.5%	-14.9%	-0.9%	0.7%	-12.2%	i	-13.9%	-0.8%
O=C(NCCCO)/C(=C\C=C\c1ccccc1)NC(=O)c1ccccc1Cl	11.0%	1.2%	-18.8%	-1.4%	2.2%	-3.7%	i	1.1%	0.1%
O=C1c2ccccc2C(=O)N1OS(=O)(=O)c1ccc(F)cc1	-6.2%	-4.5%	-10.8%	3.3%	29.7%	>100µM*	nt	-23.6%	0.1%
Cc1ccc(N(C(=O)CNC(=O)c2ccco2)C(C(=O)NC2CCCC2)c2ccncc2)c(C)c1 (configuration not stated)	-0.4%	10.9%	26.1%	0.4%	-4.0%	7.1%	nt	-29.7%	-0.7%
CN(CC(=O)NC1CCCC1)S(=O)(=O)c1cnc[nH]1	5.6%	3.3%	-28.9%	-1.6%	1.2%	3.9%	i	-7.2%	0.5%
COc1nc(C)nc2c1ccc1ccccc12	-4.7%	11.4%	-16.1%	3.9%	8.0%	-5.8%	i	12.1%	0.3%
Cn1c(=O)c([N+](=O)[O-])c(N2CCSCC2)c2ccccc21	3.4%	8.9%	6.2%	-1.6%	-11.9%	-7.7%	i	-21.8%	-0.9%
Cc1ccc(C)c(OCC(=O)Nc2ccc(S(=O)(=O)N3CCN(C)CC3)cc2)c1	2.0%	0.0%	-35.7%	0.6%	-12.3%	-7.8%	i	-23.2%	0.3%
COc1ccc(S(=O)(=O)Nc2cc([N+](=O)[O-])ccc2OC)cc1	-0.7%	9.4%	-1.5%	-1.0%	5.3%	1.3%	i	0.8%	3.1%
Cn1c(=O)[nH]c(=O)c2c1nc(N1CCN(c3ccccc3)CC1)n2CCSc1ncccn1	-2.6%	-7.3%	10.5%	-1.4%	-3.2%	-5.5%	i	-5.4%	1.3%
Cc1cc(C)cc(NC(=O)Cn2cc3c(n2)CCCCC3)c1	8.5%	-17.0%	24.1%	-2.7%	-1.8%	nt	nt	27.2%	nt
CCOC(=O)C1CCN(CC(O)COc2ccc(C(=O)CC)cc2)CC1 (configuration not stated)	-1.3%	6.5%	-11.1%	-0.8%	20.1%	-4.7%	i	30.0%	0.1%	NS5 inhibitors pilot replicate=-1.5
COC(=O)/C(C(C)=O)=C(/C=C/C=C/N(C)C)N(C)C	-2.4%	13.0%	7.2%	18.1%	2.0%	0.0%	i	31.0%	0.2%
Cc1ccc(-n2c(CNc3ccc(F)cc3)nnc2SCC(=O)N2CCCC2)cc1	1.9%	3.0%	nt	-3.5%	-5.0%	-4.8%	i	-29.2%	-0.9%
COc1ccc(NC(=O)Nc2ccc3nccnc3c2)cc1	13.2%	-78.6%	-26.2%	3.6%	2.7%	-36.0%	i	1.5%	0.1%
Cc1cccc(OCC(=O)Nc2cc(C)c(C)cc2O)c1	7.9%	8.1%	-8.0%	-1.2%	-1.0%	-5.8%	i	10.6%	-0.6%
Cc1nnc(SCC(=O)NCc2ccc3c(c2)OCO3)n1C	4.5%	-30.9%	-31.7%	11.6%	8.4%	-2.3%	i	-21.0%	0.2%
COC(=O)c1ccc(N2CCOCC2)c(NC(=O)c2ccc3c(c2)OCCO3)c1	1.1%	21.6%	13.3%	1.7%	8.5%	-9.1%	nt	13.2%	0.2%
CC(C)(C)N(Cc1ccccc1)C(=O)COC(=O)c1cccc([N+](=O)[O-])c1	-0.7%	-1.6%	-15.4%	-2.0%	-6.4%	-10.5%	i	18.7%	-0.5%
COc1ccc(-c2cc3nc[nH]c(=O)c3s2)cc1	-4.0%	-141.8%	-1.7%	-1.9%	14.5%	-14.4%	i	15.9%	0.7%
COc1ccc(-c2cc(=O)oc3c(C)c(OCC(=O)Nc4cccnc4)ccc23)cc1	8.5%	46.0%	2.2%	45.8%	20.3%	0.9%	nt	-24.5%	0.1%
COCCNC(=S)c1ccc(OC)cc1	1.5%	3.7%	nt	-0.8%	-11.6%	-2.1%	i	24.0%	0.1%
CCc1ccc(NC(=O)CCn2nc(C)c(S(=O)(=O)N3CCCCC3)c2C)cc1	3.7%	2.7%	-9.5%	0.1%	8.1%	-2.7%	nt	-12.7%	-0.5%
COc1ccc(F)cc1S(=O)(=O)NC1CC(C)(C)NC(C)(C)C1	2.8%	-3.0%	2.0%	-1.0%	2.4%	-2.8%	i	-29.5%	0.1%
CC(=O)Nc1ccc(C(=O)N/C(=C/c2ccccc2)C(=O)Nc2cccc(C(=O)O)c2)cc1	-4.6%	-21.4%	-27.4%	2.3%	-10.6%	0.0%	i	-76.6%[20 µM]	-0.2%
COc1ccc2nc(C(F)(F)C(F)(F)F)c(C#N)c(N)c2c1	1.2%	12.8%	-1.4%	-1.5%	3.6%	-8.8%	i	-43.1%	1.1%
O=C(Nc1ccsc1C(=O)O)c1ccccc1	-3.4%	-5.5%	-18.1%	-0.6%	14.4%	-9.8%	nt	17.8%	-0.8%
Cc1cc(NC(=O)Cn2nc(-c3ccccc3F)ccc2=O)ccc1-n1cnnn1	-0.9%	8.3%	14.6%	-0.5%	-4.3%	-1.6%	i	-7.3%	-0.5%
CC(C)N1CCC(N2CCN(C/C=C/c3ccc(F)cc3)CC2CCO)CC1 (configuration not stated)	-5.7%	13.7%	-16.0%	0.6%	5.5%	-0.9%	i	-14.8%	0.5%
O=C(NC1CC1)c1sccc1-n1cccc1	-0.3%	0.0%	2.0%	-0.6%	-3.1%	-4.8%	i	17.6%	0.0%
O=C(Nc1ccc(F)cc1F)c1cc(=O)n(-c2ccccc2)c(=O)[nH]1	-1.9%	14.0%	-24.4%	1.9%	4.2%	-7.3%	i	-15.6%	0.0%
CN(C)c1cccc(C(=O)NCc2ccc(Cl)cc2)c1	0.1%	4.0%	-14.1%	-0.7%	-0.2%	nt	i	-5.5%	-0.9%
Cc1ccc(-c2csc(NC(=O)C3CC(=O)N(Cc4ccco4)C3)n2)cc1 (configuration not stated)	-11.0%	20.4%	-12.9%	-0.3%	-5.8%	-4.5%	i	-4.4%	-0.1%
Clc1ccccc1-c1ccc(/C=N/Nc2nncc(-c3ccccc3)n2)o1	2.1%	-44.5%	-40.5%	-5.2%	16.9%	-2.3%	i	-24.4%	-0.3%
c1ccc(NCCCNc2ccccc2)cc1	-2.8%	-8.6%	-14.3%	-3.0%	-4.5%	0.7%	i	31.4%	0.2%
CCc1cc(C(=O)OC)c(NC(=O)CC2NCCNC2=O)s1 (configuration not stated)	3.7%	12.9%	-23.3%	0.4%	?	-1.1%	i	25.0%	-0.3%
CCOC(=O)c1[nH]c(CO)c(C(=O)OCC)c1C	-4.3%	14.0%	-4.2%	2.5%	7.3%	-6.5%	i	-3.7%	-1.1%
N=C1SCC(=O)N1c1nc(-c2ccccc2)cs1	7.3%	-137.1%	-31.2%	5.2%	3.6%	0.7%	i	23.4%	0.6%
Cc1cc(Nc2ccccc2Cl)nc(-c2ccccc2O)n1	1.9%	13.7%	1.2%	0.8%	5.0%	-6.6%	nt	-32.4%	-1.3%
COc1ccc(C2CC3(O)CC(C#N)(C(=O)N3)C2(C#N)C#N)cc1 (configuration not stated)	-1.5%	9.1%	-3.6%	-1.4%	-4.7%	-10.1%	i	14.6%	0.2%
CCN(CC)S(=O)(=O)c1ccc(C)c(NC(=O)Cn2c(=O)cnc3ccccc32)c1	6.5%	4.9%	7.9%	2.2%	2.6%	-5.8%	i	8.2%	1.1%
Cc1ccc(OCCC(=O)OCC(=O)Nc2cc(C)nn2-c2ccccc2)cc1	-4.5%	-5.7%	-41.0%	-1.4%	3.4%	-10.3%	nt	3.8%	-0.4%
O=C(Cc1ccc([N+](=O)[O-])cc1)N/N=C/c1ccco1	2.0%	8.2%	-30.1%	-1.7%	4.0%	-10.3%	i	13.9%	0.6%
Cc1ncc([N+](=O)[O-])n1Cc1ccc(F)cc1	-1.4%	13.6%	-14.5%	-0.5%	-4.0%	-5.2%	i	9.4%	0.1%
COCCNC(=O)c1ccc(C)cc1C	0.1%	-2.9%	-20.7%	-1.5%	-1.7%	0.7%	i	-1.3%[20 µM]	0.3%
